Source: PubChem
CIT2 TOR yeast = modulators of TOR pathway CIT2-GFP in S. cerevisiae; 0.065% of 320,000 active; S. cerevisiae CIT2-GFP strain, flow cytometry, 3 h; 100 means same as DMSO wells; GFP response vs DMSO, % at 10 µM;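 active = GFP response relative to DMSO above a set limit, near the screen mean plus 3 SD, cut at about 150% in these data; inconclusive = Fewer than 70 cells measured for a yeast strain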;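 note: ratio of well median GFP fluorescence to mean of DMSO wells on the plate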
GRK2 inh = inhibitors of human GRK2 displacing RNA aptamer | bead flow cytometry, FAM-aptamer displacement from GRK2 | inhibition of aptamer binding, % at 10 µM | P25098 | AID 488847 | 0.59% of 330,000 active;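 active = inhibition of aptamer binding above 40%, roughly 3 SD of noise, on plates passing a quality check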;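 note: median bead fluorescence of bound FAM aptamer so fluorescent compounds give negative values; no value below 0 was filed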
Target sequence (P25098 whole entry, looked up): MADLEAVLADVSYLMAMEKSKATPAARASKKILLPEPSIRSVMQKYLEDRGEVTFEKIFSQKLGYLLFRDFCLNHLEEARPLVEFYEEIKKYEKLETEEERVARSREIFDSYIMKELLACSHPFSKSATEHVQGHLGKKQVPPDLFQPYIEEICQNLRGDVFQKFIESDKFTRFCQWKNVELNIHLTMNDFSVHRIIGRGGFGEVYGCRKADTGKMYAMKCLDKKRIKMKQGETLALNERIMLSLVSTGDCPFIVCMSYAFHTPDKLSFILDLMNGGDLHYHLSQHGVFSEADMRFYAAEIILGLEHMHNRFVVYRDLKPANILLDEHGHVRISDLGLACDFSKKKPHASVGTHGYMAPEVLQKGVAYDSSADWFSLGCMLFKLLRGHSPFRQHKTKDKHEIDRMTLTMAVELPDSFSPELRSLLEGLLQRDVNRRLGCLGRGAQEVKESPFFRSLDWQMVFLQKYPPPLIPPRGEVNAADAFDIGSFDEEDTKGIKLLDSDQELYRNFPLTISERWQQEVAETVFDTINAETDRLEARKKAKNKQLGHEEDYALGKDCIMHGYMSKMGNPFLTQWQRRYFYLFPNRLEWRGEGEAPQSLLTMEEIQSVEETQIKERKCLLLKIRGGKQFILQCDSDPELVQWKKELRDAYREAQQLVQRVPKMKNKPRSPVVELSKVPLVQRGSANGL
MEP2 TOR yeast = yeast TOR pathway MEP2-GFP modulation | GFP response vs DMSO, % at 10 µM | 0.51% of 330,000 active | S. cerevisiae MEP2-GFP strain, flow cytometry GFP, 3 h; 100% = DMSO control level | AID 2016;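 active = GFP response versus DMSO above a set limit, roughly screen mean plus 3 SD, cut at about 180% in these data; inconclusive = fewer than 70 cells counted for a yeast strain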;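 note: median GFP fluorescence of the barcode-gated MEP2-GFP cells per well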
LAP4 TOR yeast = modulators of TOR pathway LAP4-GFP in S. cerevisiae. GFP response vs DMSO, % at 10 µM. S. cerevisiae LAP4-GFP multiplex, flow cytometry GFP, 3 h; median GFP as percent of DMSO wells. 0.34% of 320,000 active;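 active = GFP response vs DMSO above a set limit, about the screen mean plus 3 SD, cut at about 150% in these data; inconclusive = under 70 cell events counted for the yeast strain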
RPL19A TOR yeast = yeast TOR pathway RPL19A-GFP modulation; S. cerevisiae RPL19A-GFP strain, flow cytometry, 3 h; hits give low values; percent response vs DMSO, % at 10 µM; AID 2025; 0.3% of 330,000 active;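 active = percent response vs DMSO below 50%; inconclusive = fewer than 70 events counted for the yeast strain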;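 note: median channel GFP fluorescence of the barcoded RPL19A-GFP strain; ratio of sample median GFP to plate DMSO average so 100% = DMSO; lower means less RPL19A-GFP as with rapamycin TOR inhibition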
AGP1-GFP MLPCN = modulators of TOR pathway AGP1-GFP in S. cerevisiae. GFP response vs DMSO, % at 10 µM. S. cerevisiae AGP1-GFP multiplex flow cytometry, 3 h; GFP as percent of DMSO wells. AID 2066. 0.02% of 320,000 active;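 active = GFP response relative to DMSO above a set limit, near screen average plus 3 SD, cut at about 150% in these data; inconclusive = fewer than 70 cells counted for the yeast strain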;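 note: median GFP channel fluorescence of the gated AGP1 strain per well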
CR mimetic SO = caloric restriction mimetics inhibiting age-related superoxide in yeast; superoxide response (% of plate mean), % at 10 µM; 0.18% of 330,000 active; S. cerevisiae aged cells, superoxide DHE fluorescence; hits give low values;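 active = superoxide response under a set limit, about three screen SD below normal, cut at about 65% in these data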;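 note: yeast aged for seven days with compound at 30 °C before DHE staining; 100% = average MFI of all compound-treated wells on the plate with controls excluded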
VLA-4 inh = inhibition in a human VLA-4 binding assay. inhibition, % (about 7 µM as worked out from the volumes in the protocol). P13612. 0.2% of 330,000 active. VLA-4 expressing cells, ligand binding flow cytometry; in the data active = inhibition above about 50%
Active calls of the source: *; ? = inconclusive; nt = not tested or not shown; [ ] = remark or other dose.

Results follow in this order: MEP2 TOR yeast	AGP1-GFP MLPCN	CR mimetic SO	GRK2 inh	LAP4 TOR yeast	CIT2 TOR yeast	VLA-4 inh	RPL19A TOR yeast
1: COC(=O)c1c(NC(=O)C(=O)NCC2CCCO2)sc2c1CC(C)(C)OC2 (stereo unspecified)
→ 101	99	92	4	97	101	-1	99
2: Cc1ccc(NC(=O)c2sccc2-n2cccc2)c(Cl)c1
→ 100	93	88	0	106	102	-7	98
3: O=C(c1cccs1)N(Cc1ccco1)Cc1cc2ccccc2[nH]c1=O
→ 102	102	98	4	90	105	13	101
4: C/C(=N/NC(=O)CSc1nc2ccccc2n1C)c1ccco1
→ 87	95	100	0	72	102	-33	100
5: CCc1cccc(C)c1NC(=O)CSc1nc2ccncc2[nH]1
→ 95	99	129	4	101	100	11	101
6: CC(C)NC(=O)c1ccccc1NC(=O)/C=C/c1ccc([N+](=O)[O-])cc1
→ 104	104	100	0	97	114	13	102
7: COc1cccc(NC(=O)Cc2nnc(SCC(=O)NC3CCCCC3)n2C)c1
→ 96	94	96	0	91	93	10	101
8: Cc1ccccc1CCN1CCCC(CN(C)C(=O)c2ccc3ncccc3c2)C1 (stereo unspecified)
→ 105	104	101	1	93	105	7	106
9: Cc1ccccc1C(=O)NC(=S)Nc1ccc(S(=O)(=O)N(C)c2ccccc2)cc1
→ 100	101	107	2	88	97	8	97
10: OC1CCCCC1
→ 92	93	97	3	91	90	11	92
11: CCCOc1ccc(Cn2c(=O)oc3ccc(C)cc32)cc1OC
→ 101	102	107	2	107	103	-6	101
12: COCCN1CN(S(=O)(=O)c2ccc(Cl)cc2)c2nc3ccccc3nc21
→ 94	87	103	2	86	93	-3	98
13: Cc1c(Cc2ccccc2)sc(/N=C/c2c(O)ccc3ccccc23)c1C(N)=O
→ 102	96	108	1	102	89	-159	98
14: Cc1nc2c(-c3ccccc3)c(C)nn2c(N)c1-c1ccccc1
→ 102	105	116	6	102	94	-8	100
15: O=C(Cn1cnc2c(cnn2-c2ccccc2Cl)c1=O)N1CCc2ccccc21
→ 104	108	89	1	105	111	-2	106
16: CCCCOC(=O)NC1CCS(=O)(=O)C1 (stereo unspecified)
→ 105	102	114	0	102	105	5	98
17: CCOc1ncccc1C(=O)Nc1ccc(C)cn1
→ 115	103	100	0	106	138	20	99
18: CCSc1nnc(NC(=O)c2cc(C)oc2C)s1
→ 108	97	115	0	114	92	-1	104
19: O=C(NNC(=O)C1CCC1)c1ccc(Br)cc1
→ 101	106	123	0	110	93	22	97
20: Cc1cccc(N(C(=O)Cn2nnc3ccccc32)C(C(=O)NCc2ccco2)c2ccncc2)c1C (stereo unspecified)
→ 100	86	102	0	83	86	1	nt
21: COc1ccc(CNC(=O)COC(=O)c2cc(C)nc3ccccc23)cc1
→ 98	100	109	0	94	99	-8	100
22: CCCNC(=O)NCCc1ccncc1
→ 103	107	104	1	96	104	1	102
23: CC1CN=C(N(C(=S)Nc2ccccc2)c2cccc(C(F)(F)F)c2)S1 (stereo unspecified)
→ 91	93	122	2	104	86	12	93
24: O=C(O)CCC(=O)OC1CC2CCC1C2 (stereo unspecified)
→ 104	91	92	0	95	96	1	93
25: COC(=O)c1ccc(-c2ccc(/C=N/NC(=O)Cc3nnc(N)s3)o2)cc1
→ 89	103	85	0	92	90	3	92
26: CC(C)Nc1ncnc2c1cnn2Cc1ccccc1Cl
→ 105	100	106	2	97	103	11	100
27: COc1cc(/C=N/NC(=O)C2c3ccccc3Oc3ccccc32)ccc1O
→ 101	98	124	1	81	108	14	101
28: O=C(CSc1nc(-c2ccccc2)cc(=O)[nH]1)Nc1ccc(Br)cc1
→ 98	99	91	0	96	95	8	102
29: O=[N+]([O-])c1ccc(Cl)cc1Sc1ccccn1
→ 114	102	112	7	117	97	-3	107
30: COc1ccc(CCNC(=O)CSc2nnc3ccccn23)cc1
→ 107	98	110	1	94	101	7	100

Looked up above.
CCCOc1ccc(Cn2c(=O)oc3ccc(C)cc32)cc1OC in CR mimetic SO shows 107
O=C(CSc1nc(-c2ccccc2)cc(=O)[nH]1)Nc1ccc(Br)cc1 in GRK2 inh shows 0
O=C(O)CCC(=O)OC1CC2CCC1C2 (stereo unspecified) in AGP1-GFP MLPCN shows 91

Further results
Results follow in this order: MEP2 TOR yeast	AGP1-GFP MLPCN	CR mimetic SO	GRK2 inh	LAP4 TOR yeast	CIT2 TOR yeast	VLA-4 inh	RPL19A TOR yeast
31: Cc1cc(/C=N/Nc2ccc([N+](=O)[O-])cn2)c(C)n1-c1ccccc1
→ 103	106	95	2	104	99	-23	102
32: COc1ccc(C(=O)N2CCCC(CCC(=O)NCc3ccc(F)c(F)c3)C2)cc1F (stereo unspecified)
→ 96	103	95	0	102	95	-1	93
33: CCOCCCNC(=O)Cn1cnc2c(cnn2-c2ccc(F)cc2)c1=O
→ 107	102	94	0	100	108	-1	105
34: COc1ccccc1CNC(=O)[C@H](C)NC(=O)C1CCN(C(=O)[C@@H](N)Cc2ccccc2)CC1
→ 101	96	109	0	99	95	-4	98
35: Cc1cccc(C(=O)OCN2C(=O)c3ccccc3C2=O)c1[N+](=O)[O-]
→ 107	106	74	0	108	99	-8	101
36: O=C(O)/C=C/C(=O)NCCc1cccc(Cl)c1
→ 96	91	83	2	88	90	25	91
37: CCOC(=O)c1cc(-c2ccccc2)nc2c1c(C)nn2-c1ccccn1
→ 100	103	76	0	96	101	-2	103
38: CC1O[C@@H](O[C@H](C)CC/C=C/C(=O)O)C(O)C[C@H]1O (stereo partly specified)
→ 90	85	91	2	102	79	-2	97
39: Cc1cc(Oc2ccc([N+](=O)[O-])cc2)nc(N2CCOCC2)n1
→ 91	116	101	1	107	110	5	99
40: O=C(CSc1nnnn1-c1ccccc1)c1ccco1
→ 102	96	109	1	110	101	34	101
41: Cc1c(CN2CCCC(C(=O)c3cccc(OC(C)C)c3)C2)c(=O)n(-c2ccccc2)n1C (stereo unspecified)
→ 93	102	92	0	100	88	10	97
42: Cc1ccc(NC(=O)c2ccc(Cl)c(N3C(=O)CCC3=O)c2)cc1
→ 101	97	96	0	97	105	8	102
43: O=C(O)CC(Cn1[nH]nnc1=S)c1ccccc1 (stereo unspecified)
→ 104	100	84	0	106	91	13	99
44: COc1ccccc1NC(=S)N1CCC(c2nc3cc(C)c(C)cc3[nH]2)CC1
→ 300*[may fluoresce violet]	?	91	1	98[may fluoresce violet]	?	11	59[may fluoresce violet]
45: CN(C)c1ccc(C(=O)NN2C(=O)c3ccccc3C2=O)cc1
→ 87	99	108	3	94	94	9	91
46: Cc1cc(/C=N/NC(=O)c2ccccc2F)c(C)n1-c1ccccc1
→ 102	99	94	3	92	102	-29	106
47: CCCCN(C)CCCNC(=O)Cn1c(=O)sc2ccccc21
→ 100	100	103	3	95	106	17	99
48: Cc1ccc(C(=O)C2=C(O)C(=O)N(Cc3cccnc3)C2c2cccc([N+](=O)[O-])c2)o1 (stereo unspecified)
→ 105	95	125	0	71	91	2	114
49: O=C(CCNC(=O)c1ccccc1Cl)NCC12CC3CC(CC(C3)C1)C2
→ 111	111	105	0	102	111	-19	110
50: Cc1cccc(Nc2nc(N)c([N+](=O)[O-])c(NCc3ccco3)n2)c1
→ 100	89	96	26	101	98	4	99
51: COc1ccc(NC(=S)NCc2cccn2C)cc1
→ 103	100	103	0	93	110	4	97
52: O=C(Cn1cc(C(=O)c2ccco2)c2ccccc21)NC1CCCCC1
→ 110	111	107	0	116	99	4	102
53: C=CCNC(=O)COc1coc(CN2CCN(C(=O)c3ccco3)CC2)cc1=O
→ 99	109	102	0	105	114	-5	98
54: COC(=O)CN1C(=S)N(c2ccc(OC)cc2)C(=O)/C1=C/c1ccc(N2CCOCC2)cc1
→ 101	100	106	0	92	101	-494	104
55: COc1ccc(N2CCN(c3cc(C)c4cccc(C)c4n3)CC2)cc1
→ 100	97	116	3	106	89	8	99
56: CC(C(=O)N1CCCc2c1c(=O)oc1ccc(O)cc21)N1CCc2ccccc2C1 (stereo unspecified)
→ 100	102	102	0	93	95	24	97
57: CS(=O)(=O)c1ccc(C(=O)NCc2ccc(F)cc2)cc1
→ 104	101	94	0	102	94	9	96
58: CCN(CC(=O)NC1CC1)S(=O)(=O)c1ccc(C)cc1
→ 97	90	96	2	72	101	-5	105
59: CN(CC(=O)Nc1ccc(N2CCOCC2)cc1)C(=O)C1CCCC1
→ 94	101	94	0	106	96	8	98
60: O=C(CCCc1ccccc1)NCCc1ccc(F)cc1
→ 93	108	105	3	92	89	10	99
61: COc1ccc(NS(=O)(=O)c2cc(NC(=O)CC(C)(C)C)ccc2N2CCCC2)cc1
→ 98	105	92	3	97	104	-6	100
62: O=C(Nc1cccc2ccccc12)N1CCN(Cc2ccc3c(c2)OCO3)CC1
→ 116	103	91	0	101	103	-5	97
63: COc1ccc(-n2c(C)cc(C=O)c2C)cc1Cl
→ 104	106	93	5	nt	102	4	103
64: S=C(NCc1ccco1)N1CCN(Cc2ccco2)CC1
→ 101	101	74	0	87	103	20	103
65: COc1ccc(OC)c(S(=O)(=O)Nc2cccc(O)c2)c1
→ 96	102	98	0	107	102	20	96
66: CN1C(=O)c2oc3ccccc3c(=O)c2C1c1ccncc1 (stereo unspecified)
→ 109	117	99	2	114	108	16	103
67: Cc1ccc(C)c(S(=O)(=O)NCc2cccnc2)c1
→ 94	91	120	1	93	84	16	91
68: NC(=O)CS(=O)(=O)c1ccc(Cl)cc1
→ 100	nt	112	0	96	93	3	92
69: O=C(NCCc1ccc(Cl)cc1)C1CCN(S(=O)(=O)N2CCCCC2)CC1
→ 101	106	92	2	102	108	11	104
70: COc1ccccc1C(O)P(=O)(OCC(C)C)c1ccc(N(C)C)cc1 (stereo unspecified)
→ 108	98	99	0	90	101	5	105
71: CN(C)S(=O)(=O)c1cccc(NC(=S)NC(=O)C2CCCCC2)c1
→ 92	92	117	0	78	102	6	103
72: Cc1ccc(S(=O)(=O)NC2CC(=O)N(c3ccc4c(c3)OCCO4)C2)cc1 (stereo unspecified)
→ 91	106	102	3	106	87	5	93
73: COc1cc(/C=N/Nc2cc(C)nc(NS(=O)(=O)c3ccccc3)n2)ccc1O
→ 107	108	85	0	99	126	-2	114
74: COc1ccc(/C=N/Nc2ccc(C(F)(F)F)cc2[N+](=O)[O-])cc1
→ 103	100	103	0	97	102	-7	101
75: O=C(O)C1CC(=O)N(CCc2c[nH]c3ccccc23)C1 (stereo unspecified)
→ 104	111	93	5	105	103	3	102
76: Cc1ccccc1C(=O)Nc1scc(-c2ccc(Br)cc2)c1C(=O)O
→ 109	nt	92	1	nt	nt	-1	104
77: O=C(c1ccc(OC2CCN(CCc3ccccc3)CC2)cc1)N1CCCC1
→ 85	97	97	0	84	102	-20	101
78: O=[N+]([O-])c1cccc(/C([O-])=C(/C(=S)Nc2ccccc2F)[n+]2ccccc2)c1
→ 107	103	95	1	101	108	-8	102
79: O=C(Nc1ccc(Cl)cc1)c1ccc2c(=O)n3c(nc2c1)CCCCC3
→ 102	99	84	0	101	95	2	100
80: O=C(Oc1ccccc1C(=O)Nc1ccccc1)c1ccccc1Br
→ 104	95	107	1	107	94	26	96
81: CCOc1ccc(S(=O)(=O)NCCC(=O)NCC(c2ccc(OC)cc2)N2CCCC2)cc1 (stereo unspecified)
→ 107	100	102	0	104	94	6	98
82: Cn1c(=O)[nH]c(NC2CCCCC2)c(N=O)c1=O
→ 101	108	99	1	105	102	-4	106
83: COc1ccc(CCn2nnnc2C(c2ccccc2)N2CCN(C)CC2)cc1OC (stereo unspecified)
→ 99	106	106	3	101	103	-5	102
84: O=C(Nc1ccc2c(c1)OCO2)c1cc(-c2ccc(O)cc2)on1
→ 97	92	109	0	91	93	0	100
85: O=C(NCc1ccco1)c1csc2c1CCCCC2
→ 94	92	79	0	100	97	1	95
